MEKK2wt PB1 HTS: raises or lowers MEK5 binding to wildtype human MEKK2 PB1 domain. binding response (% of control), % at 10 µM. bead flow cytometry, Alexa488-MEK5 binding to MEKK2 WT; actives lie on both sides. actives 1.1% (n = 290,000); in the data active = binding response below about 67% or above about 130%
OXTR potentiate: human OXTR potentiation; P30559; actives 0.061% (n = 320,000); activation, % at 3 µM; CHO-OTR cells, Fluo-8 calcium fluorescence, potentiator mode; 0% = oxytocin EC15, 100% = EC100;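 active = activation above that plate's cutoff, the mean activation of tested compounds plus 3 SD, cut at about 6.6% in these data, passing the limit was not always enough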;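 note: 100% uses oxytocin at 75 nM as the full agonist control; some results filed as inactive read as strong as hits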
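Measured by – Fluo-8 calcium dye fluorescence · Test system – human OTR in CHO cells · Dosing – one concentration, 3.0 µM compound · Controls – EC15 oxytocin alone as 0%, 75 nM oxytocin as 100% · Evaluation – normalized max/min fluorescence ratio, % activation · Timing – 6 min pre-incubation, 100 s read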
OXTR ag: agonists of human oxytocin receptor; P30559; CHO-OTR cells, Fluo-8 calcium fluorescence; normalized: DMSO 0%, oxytocin 100%; activation, % at 3 µM; actives 0.32% (n = 320,000); AID 2435;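 active = activation above the mean of all tested compounds plus 3 SD, cutoff set per screening run, cut at about 20% in these data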;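 note: peak over basal fluorescence ratio from a 100 s FLIPR kinetic read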
MEKK2 mut-MEK5: signal of MEK5 binding to mutant human MEKK2 PB1 domain; bead flow cytometry, Alexa488-MEK5 binding to MEKK2 mutant; percent response, % at 10 µM; actives 0.35% (n = 290,000); in the data active = percent response above about 24%, passing the limit was not always enough; note: inactives centre near 1; some results filed as inactive read as strong as hits
V1aR counter: V1a receptor agonism, counter-screen for OXTR agonists; CHO-V1R cells, Fluo-8 calcium fluorescence, agonist mode; 0% DMSO, 100% 3 nM vasopressin; activation, % at 3 µM; actives 0.25% (n = 320,000); AID 2797;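 active = activation above the mean activation of all tested compounds plus 3 SD, per screening run, cut at about 20% in these data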;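 note: signal is peak over basal fluorescence ratio across a 100 second FLIPR read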
Target sequence (P37288 whole entry, looked up): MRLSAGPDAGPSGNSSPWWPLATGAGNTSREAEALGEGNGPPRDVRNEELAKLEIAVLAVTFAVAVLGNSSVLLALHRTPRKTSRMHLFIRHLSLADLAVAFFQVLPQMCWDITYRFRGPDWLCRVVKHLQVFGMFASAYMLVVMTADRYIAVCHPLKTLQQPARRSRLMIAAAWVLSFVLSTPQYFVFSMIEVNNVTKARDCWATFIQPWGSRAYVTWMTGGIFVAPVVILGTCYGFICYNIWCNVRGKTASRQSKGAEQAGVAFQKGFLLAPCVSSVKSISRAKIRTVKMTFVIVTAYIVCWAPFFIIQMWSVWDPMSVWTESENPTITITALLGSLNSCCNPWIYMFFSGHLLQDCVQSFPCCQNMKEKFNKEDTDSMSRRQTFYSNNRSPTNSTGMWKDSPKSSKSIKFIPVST
M18AAP inhibitor: blocks P. falciparum M18 aspartyl aminopeptidase; actives 1.2% (n = 290,000); AID 1822; recombinant PfM18AAP, H-Glu-NHMec fluorogenic cleavage; inhibition, % at 7.35 µM;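 active = inhibition above the campaign mean inhibition over all tested compounds plus 3 SD, cut at about 28% in these data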;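 note: 0% = plate median of test compound wells and 100% = 2 mM ZnCl2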
GalR3 antag: blocks the human galanin receptor 3; O60755; actives 0.44% (n = 360,000); HEK293 GalR3-CNG cAMP membrane potential fluorescence; galR3 body fused to GalR1 C-terminus; inhibition, % at 3 µM;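 active = inhibition above the screen-wide average plus 3 SD, cut at about 13% in these data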;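 note: forskolin and galanin both at EC90 stimulate the cells; cAMP rise reported by CNG channel membrane potential dye signal; 0% = forskolin plus galanin with DMSO and 100% = forskolin alone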
Target sequence (O60755 1-299 limits assumed): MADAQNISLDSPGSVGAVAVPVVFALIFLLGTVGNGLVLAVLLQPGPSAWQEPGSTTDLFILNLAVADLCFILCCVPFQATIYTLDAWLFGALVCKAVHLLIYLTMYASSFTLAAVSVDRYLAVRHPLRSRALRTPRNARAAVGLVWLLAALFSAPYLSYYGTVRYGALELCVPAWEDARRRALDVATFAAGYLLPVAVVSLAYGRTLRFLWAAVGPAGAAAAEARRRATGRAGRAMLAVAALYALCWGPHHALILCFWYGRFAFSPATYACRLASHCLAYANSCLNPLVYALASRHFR
GPR7 antagonist: blocks human GPR7 receptor signaling; GPR7-expressing cells, fluorescence antagonist assay; AID 1861; actives 1.1% (n = 290,000); inhibition, % at 4.4 µM; P48145; in the data active = inhibition above about 16%, passing the limit was not always enough;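 note: cells stimulated with the agonist NPW; 0% = agonist with vehicle and 100% = vehicle without agonist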
Target sequence (P48145 whole entry, looked up): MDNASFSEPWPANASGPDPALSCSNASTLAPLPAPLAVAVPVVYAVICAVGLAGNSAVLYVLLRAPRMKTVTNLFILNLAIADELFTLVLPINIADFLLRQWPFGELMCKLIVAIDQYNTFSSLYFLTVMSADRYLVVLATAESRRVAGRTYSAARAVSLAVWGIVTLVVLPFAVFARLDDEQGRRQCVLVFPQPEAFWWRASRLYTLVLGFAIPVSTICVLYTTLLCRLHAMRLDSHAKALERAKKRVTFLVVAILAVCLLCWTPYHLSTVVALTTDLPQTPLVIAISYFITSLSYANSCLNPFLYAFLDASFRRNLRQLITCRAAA
NALP1 yeast inh: blocks the NALP1 inflammasome reconstituted in yeast. S. cerevisiae NALP1/ASC/caspase-1 growth, X-gal OD620, 72 h. inhibition, % at 10 µM. actives 0.61% (n = 280,000); in the data active = inhibition mostly above about 24%, no sharp cut-off; inactive = mostly below about 32%; note: some compounds called inactive have numbers as strong as hits
Active calls of the source: *; . = not tested or not shown; [ ] = another dose, or the depositor's remark.

Results follow in this order: MEKK2wt PB1 HTS	OXTR potentiate	OXTR ag	MEKK2 mut-MEK5	V1aR counter	M18AAP inhibitor	GalR3 antag	GPR7 antagonist	NALP1 yeast inh
Cc1ccc(N(C(C)C(=O)O)S(=O)(=O)c2c(C)[nH]c(=O)[nH]c2=O)cc1 (configuration not stated)
→ 105	-1	0.4	4	0.9	.	4	.	42*
CC(=O)Nc1ccc(S(=O)(=O)N2CCC(C(=O)Nc3nccs3)CC2)cc1
→ 95	-13	-0.6	0	0.5	-7	4	0	-7
NNC(=S)NCc1cccnc1
→ 104	-1	-1.0	-1	-0.6	-16	-4	-2	74*
Cc1cc(NC(=O)c2c(-c3c(Cl)cccc3Cl)noc2C)n(C)n1
→ 107	-11	-0.2	5	-0.2	-5	-6	-16	3
Cc1ccc(S(=O)(=O)N(C)C)cc1NC(=O)COC(=O)CNC(=O)C12CC3CC(CC(C3)C1)C2
→ .	-3	-0.3	.	0.2	.	-1	.	.
CCOc1ccc(-c2nnc(SCC(=O)N3CCCC3)o2)cc1
→ 101	-15	-0.5	-3	0.1	-8	-8	-4	12
O=C(N/N=C/c1cccc2ccccc12)c1ccc(CN2CCOCC2)cc1
→ 108	-6	-0.1	5	4.8	6	-10	-11	6
C=CCn1c(O)c(N=NC(=S)Nc2ccccc2F)c2cc(S(=O)(=O)N3CCOCC3)ccc21
→ 88	-13	-1.3	-5	-0.5	6	-2	4	12
O=C(CCC(=O)N1CCCCCC1)Nc1ccc([N+](=O)[O-])cc1
→ 97	-7	0.9	-5	1.2	5	-3	34*	12
COCc1cc(CN2CCCC(C(=O)Nc3ccc(-c4ccco4)cc3)C2)ccc1OC (configuration not stated)
→ 127	-4	1.3	16	0.2	-2	1	-7	10
Cc1oc2c(c1C(=O)Nc1cccc3ccccc13)CCCC2
→ 97	-18	-2.7	3	-1.9	0	1	-7	-2
O=c1[nH]c2c(s1)C(c1cccnc1)C1C3CCC(C3)C1S2 (configuration not stated)
→ 78	-3	-0.5	-22	-0.6	-1	.	-5	.
O=C(OCc1ccccn1)c1ccc(COc2ccc3ccccc3c2)o1
→ 91	-28	4.6	-10	5.5	-7	0	-1	.
Cc1ccc(C(=O)CSc2nnc(-c3ccccc3N)n2C)cc1C
→ 104	-17	2.2	11	5.4	-12	-3	2	0
Cc1cccc(OCC(=O)Nc2ccc(S(=O)(=O)Nc3ccccn3)cc2)c1
→ 103	-17	5.7	0	6.5	-2	1	-8	8
CCOc1nc(NC(=O)NS(=O)(=O)Oc2ccccc2Cl)nc(-c2ccccc2)n1
→ 103	-1	1.2	5	-0.3	-5	-7	3	-13
O=C1CN(C(=O)CSc2nnc(C3CC3)n2-c2ccccc2)c2ccccc2N1
→ 108	-9	1.1	7	0.3	-6	-8	6	13
COCC(C)n1c(SCc2nc(N)nc(Nc3ccccc3C)n2)nc2ccccc2c1=O (configuration not stated)
→ 112	-2	-1.2	9	0.5	-1	-3	3	-3
COC(=O)c1ccc(N2CCN(c3ccccc3)CC2)c(N)c1
→ 97	-14	-0.1	4	1.5	4	-14	1	-8
COc1ccc(C(=O)CC(=O)C(=O)Nc2cc(OC)c(OC)c(OC)c2)cc1
→ 102	-12	0.4	-1	0.4	-1	-1	-7	3
CCOc1cc(/C=C/C(=O)Nc2ccc(C(=O)NCCN(CC)CC)cc2)ccc1OCC(C)C
→ 138*	-11	-0.4	4	-1.0	-4	2	-5	4
CC(=O)c1cccc(NC(=O)C23CC4CC(C2)CC(n2cncn2)(C4)C3)c1
→ 89	-8	0.3	-5	1.0	4	9	-16	29
O=C(Nc1ccc(-n2cnnn2)cc1)C1CCCN1C(=O)NC1CCCCC1 (configuration not stated)
→ 102	-12	0.4	-3	0.1	-3	-1	-6	1
CS(=O)(=O)N1CCCC(C(=O)Nc2ccc(F)cc2)C1 (configuration not stated)
→ 114	3	0.1	12	0.0	-1	-9	-6	20
CN(C)c1ncc(S(=O)(=O)c2ccccc2)c(=O)[nH]1
→ 103	1	0.9	4	1.5	3	-11	-14	0
CC1CCCCN1C(=O)c1ccc(OC2CCN(S(=O)(=O)N(C)C)CC2)cc1 (configuration not stated)
→ 91	-18	7.6	-4	7.3	3	-7	-6	3
O=C(Nc1ccc(Cl)cc1)N1CCC(c2ccccc2)C1 (configuration not stated)
→ 109	-12	2.3	6	4.8	7	0	-11	2
CC(C)NC(=O)c1c(O)c2cccc3c2n(c1=O)CCC3
→ 98	-11	-1.1	1	-0.6	-3	-5	-24	5
CC(C)=CCCC(C)CN1CCC(n2nccc2NC(=O)c2ccccc2)CC1 (configuration not stated)
→ 114	-9	2.1	13	0.0	-5	-8	-7	17
Cc1ccc(CNc2cnccn2)s1
→ 111	-9	0.5	11	-0.2	3	3	-4	7
COCCCNc1ncnc2nc[nH]c12
→ 102	4	0.9	1	0.3	-10	3	-9	.
CC(=O)c1ccc(N=Nc2c(C)[nH]n(-c3ccccc3)c2=O)cc1
→ 112	0	-0.2	8	0.1	1	0	-23	6
Cc1c(Cl)cccc1NS(=O)(=O)c1c(C(=O)N2CCOCC2)c(C)n(C)c1C
→ 102	4	-0.2	-2	-0.4	2	-8	3	14
O=c1[nH]c(-c2ccccc2F)nc2c1sc(=S)n2Cc1ccccc1
→ 90	-12	0.1	11	0.5	1	0	-6	26
Cc1cccc(NC(=O)COC(=O)Cc2cccc(C(F)(F)F)c2)c1C
→ 117	-11	-1.1	1	-0.9	0	3	-8	25
Cc1ccc(S(=O)(=O)c2c(C)cc(C)nc2Oc2cccc(C)c2C)cc1
→ 98	-15	-2.4	0	-1.1	-1	-4	-13	-2
COc1ccc(-c2ccc(-c3nc4c(c(=O)[nH]c(=O)n4Cc4ccccc4)n3C)o2)c([N+](=O)[O-])c1
→ 92	-2	0.2	-1	0.1	-1	-4	-5	20
N#Cc1cccc2c1-c1ccccc1/C2=N/NC(N)=S
→ 100	-17	-1.1	1	3.9	14	.	-20	-2
Clc1ccc(OCc2nnc(-c3ccccc3Br)o2)c(Cl)c1
→ 103	-5	-0.8	5	3.9	-17	0	-8	20
Cc1nc(NC2CCCCC2)c2nnn(Cc3ccccc3Cl)c2n1
→ 105	-14	-2.2	2	-0.5	-1	-8	-15	-8
C/[N+]([O-])=C/c1c(OCc2ccc(Cl)cc2Cl)ccc2ccccc12
→ 85	-9	-1.7	-12	0.2	-14	-4	-14	-21
Cn1c(CNC(=O)c2ccco2)nnc1SCC(=O)c1ccccc1
→ 108	-10	0.4	4	0.8	-4	-4	1	7
Cc1ccnc(SCC(=O)Nc2oc(-c3ccccc3)c(-c3ccccc3)c2C#N)n1
→ 101	-10	-1.6	5	0.0	-4	1	-8	16
Cc1cccc(NC(=O)CCC(=O)OCC(=O)c2ccc(Oc3ccc([N+](=O)[O-])cc3)cc2)c1
→ 94	-11	5.3	-1	7.8	7	-5	-3	20
NCCC1CCCC(CCN)N1 (configuration not stated)
→ .	0	0.4	.	1.2	.	0	.	.
CCOC(=O)c1sc(NC(=O)CSc2nnc(-c3ccco3)o2)c(C(=O)OCC)c1C
→ 94	-7	-0.5	-10	-1.2	-10	-2	-10	2
Cc1nc(C(=O)Nc2ccc(Cl)cc2)sc1C1(C)CC(c2ccccc2)=NO1 (configuration not stated)
→ 103	1	0.5	6	1.9	.	-4	.	.
CC1(C)CCC/C(=C\c2ccccc2)C1=O
→ .	-5	-0.9	.	-0.5	.	-10	.	.
COC(=O)c1sc(S(=O)(=O)N2CCN(c3ccc(OC)cc3)CC2)c(C(=O)OC)c1C
→ 93	4	-0.7	1	-0.6	-9	-6	-7	6
COc1cc(-c2nc(C(=O)NC3CCN(Cc4ccccc4)CC3)cc3c2[nH]c2ccccc23)cc(OC)c1OC
→ 147*	-1	-0.9	21	-0.1	-1	.	4	19
Nn1c(SCc2cccc(F)c2)nnc1-c1cccnc1
→ 94	-3	0.8	-4	0.9	10	-5	-15	8
O=C(CNC1CCCCC1)NN=C(c1ccccc1)c1ccccc1
→ 102	-7	-0.4	1	0.8	0	-13	8	21
Cc1ccc(NC(=O)CN2C(=O)NC(C)(C3CC3)C2=O)cc1S(=O)(=O)N1CCCCC1 (configuration not stated)
→ .	-3	0.4	.	0.0	.	-3	.	.
CN1CCN(S(=O)(=O)c2ccc(N3CCN(C(=O)c4ccccc4)CC3)nc2)CC1
→ 93	-2	-0.5	-3	0.4	-13	-5	-1	7
Cc1cc(C)cc(-n2cc(C(=O)O)c(=O)cc2C)c1
→ 95	1	0.1	-9	1.0	-8	-5	-4	2
CCOCCn1c(CN2CCN(C)CC2)nc2c1c(=O)n(C)c(=O)n2C
→ 42*[inhibitor]	0	0.9	5	0.7	.	.	.	11
COc1ccc(NC(=O)CN(C)C(=O)c2cccc(NS(=O)(=O)c3ccc(Br)cc3)c2)cc1
→ .	-3	-0.1	.	-0.1	.	-4	.	.
CCNC(=O)NC1(C(=O)N2CCC(Cc3ccccc3)CC2)CCCCC1
→ 101	.	.	-1	.	5	-5	16	20
Cc1cccc(NC(=O)CSc2ccc(C(N)=O)cc2[N+](=O)[O-])c1C
→ 96	-4	-0.4	-2	0.3	-7	0	-7	9
Cc1ccc(/C=N/NC(=O)c2nnn(-c3nonc3N)c2CSc2ccc(Cl)cc2)cc1
→ 102	-7	-0.6	-2	-0.4	13	-2	-18	-9

Carrying on.
Results follow in this order: MEKK2wt PB1 HTS	OXTR potentiate	OXTR ag	MEKK2 mut-MEK5	V1aR counter	M18AAP inhibitor	GalR3 antag	GPR7 antagonist	NALP1 yeast inh
Cc1ccc(S(=O)(=O)N(CC(=O)O)Cc2ccccc2)cc1
→ 106	2	0.1	7	-0.3	-7	.	-4	-6
CN1CCN(c2ccc(S(=O)(=O)N3CCCCC3)cc2NC(=O)/C=C/c2ccc(Cl)c([N+](=O)[O-])c2)CC1
→ .	-7	3.1	.	1.3	.	-4	.	.
COc1cc(/C=N\NC(=O)OC(C)(C)C)ccc1OC(=O)c1ccco1
→ .	-5	-2.5	.	0.1	-9	-4	20	23
COc1ccc(S(=O)(=O)N2CCOCC2)cc1NC(=O)CSc1nnc(C2CC2)n1N
→ 101	-8	-0.7	1	0.7	1	-1	2	-7
Cc1ccccc1CN(CC(=O)Nc1cccc([N+](=O)[O-])c1)S(=O)(=O)c1ccc(Cl)cc1
→ 127	-8	0.4	4	0.9	-3	-5	0	29
Cc1cc(C)n(-c2nc3ccccc3n3c(C)nnc23)n1
→ 73	-13	-1.6	-13	0.2	-1	-4	-1	8
O=C(Cc1n[nH]c(=O)[nH]c1=O)N/N=C/c1cccc(O)c1
→ 93	-16	-0.7	-4	-0.3	16	-3	5	6
CSc1nc(C)cc(C)c1C#N
→ 107	-10	0.2	2	-0.3	-4	-2	17	-2
O=C1CC2(CCCC2)CC(=O)N1c1ccccc1
→ 88	6	0.4	-10	8.6	-7	-3	-13	12
COC(=O)C1=C(C)N(C)C(C)=C(C(=O)OC)C1c1ccccc1C
→ 107	-1	-2.2	9	-1.4	5	-4	-8	20
CCCCC(=O)NCCNC(=O)c1cc(OCC(F)(F)F)ccc1OCC(F)(F)F
→ 97	-7	-2.5	-4	-1.6	-6	-3	10	11
COc1ccc(N2CCN(S(=O)(=O)CCNS(=O)(=O)c3ccccc3)CC2)cc1
→ .	-11	5.0	.	5.0	.	-3	.	.
